hIAP inh: blocks human intestinal alkaline phosphatase | P09923 | actives 0.12% (n = 330,000) | purified IAP, CDP-Star luminescence, 30 min | inhibition, % at 10 µM;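 active = inhibition reaching a set limit with compound at 10 µM in the primary screen, cut at about 35% in these data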;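 note: plate controls were DMSO wells with enzyme for no effect and no-enzyme buffer wells for full effect; values of inactives mirror those of a sister screen read the other way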
Target sequence (P09923 whole entry, looked up): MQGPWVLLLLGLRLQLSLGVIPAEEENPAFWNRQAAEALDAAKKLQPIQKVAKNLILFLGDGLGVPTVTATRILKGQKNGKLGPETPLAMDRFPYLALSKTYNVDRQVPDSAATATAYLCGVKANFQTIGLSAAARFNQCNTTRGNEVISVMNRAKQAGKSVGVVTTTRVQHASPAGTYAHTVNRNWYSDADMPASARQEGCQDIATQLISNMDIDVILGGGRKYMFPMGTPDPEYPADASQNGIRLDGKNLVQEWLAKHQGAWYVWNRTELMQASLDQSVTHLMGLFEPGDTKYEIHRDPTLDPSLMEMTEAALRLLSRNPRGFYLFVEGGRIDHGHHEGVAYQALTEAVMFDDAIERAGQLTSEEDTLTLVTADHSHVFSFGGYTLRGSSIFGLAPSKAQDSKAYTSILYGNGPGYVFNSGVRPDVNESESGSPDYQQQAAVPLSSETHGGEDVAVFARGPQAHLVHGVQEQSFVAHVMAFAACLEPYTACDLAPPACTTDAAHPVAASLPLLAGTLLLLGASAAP
MIN6 prolif: induces beta-cell replication in MIN6 cells; MIN6 cells proliferation, ATPlite luminescence, 48 h; cells starved in 0.2% serum; 100% = growth in 10% serum; proliferation, % at 10 µM; actives 0.29% (n = 330,000); AID 2380;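 active = compounds whose signal lies at least 3.5 SD above the mean of all wells on their plate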;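 note: 0% = DMSO-treated cells in low-serum medium and 100% = 10% serum control; some compounds called inactive have numbers as strong as hits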
NALP3 yeast inh: blocks the NALP3 inflammasome reconstituted in yeast | Yeast reconstituted NLRP3/ASC/caspase-1, beta-gal luminescence, 24 h | inhibition, % at 10 µM | actives 0.39% (n = 330,000) | AID 2825;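 active = inhibition of 50% or more; inactive = inhibition below 50%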;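 note: plate controls were induced DMSO wells for no effect and uninduced yeast grown without galactose for full effect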
tim10-1 inh: growth inhibitors of tim10-1 mutant yeast. S. cerevisiae tim10-1 ts strain growth, BacTiter-Glo, 24 h. inhibition, % at 20 µM. actives 2.2% (n = 330,000);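 active = inhibition of at least 40%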;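 note: mutant grown at 25 °C; 0% = DMSO wells with yeast and 100% = wells holding no yeast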
mIAP activ: mouse IAP activation | actives 0.24% (n = 330,000) | activation factor at 10 µM | muIAP, CDP-Star luminescence, 30 min; stronger effect = higher value; 1 = vehicle-only enzyme signal, 0 = enzyme-free wells;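 active = activation factor of at least 2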; note: the source names both 10 and 20 µM as test concentration; values of inactives mirror those of a sister screen read the other way
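Assay system: mouse IAP enzyme; reagent: chemiluminescent substrate CDP-Star; dosing: test compounds delivered from DMSO solution; schedule: 30 min at room temperature; measured by: luminescence from enzymatic CDP-Star hydrolysis; controls: DMSO-only wells and no-enzyme negative control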
A3G deaminase: inhibitors of human APOBEC3G DNA deaminase; actives 0.28% (n = 330,000); Q9HC16; recombinant A3G, ssDNA deamination FAM/TAMRA fluorescence; inhibition, % at 20 µM;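 active = inhibition of at least 40% at 20 µM, with no more than 30% in the related APOBEC3A deaminase screen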;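 note: plate controls were DMSO wells with A3G for no effect and wells lacking A3G enzyme for full effect; some compounds called inactive have numbers as strong as hits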
Target sequence (Q9HC16 whole entry, looked up): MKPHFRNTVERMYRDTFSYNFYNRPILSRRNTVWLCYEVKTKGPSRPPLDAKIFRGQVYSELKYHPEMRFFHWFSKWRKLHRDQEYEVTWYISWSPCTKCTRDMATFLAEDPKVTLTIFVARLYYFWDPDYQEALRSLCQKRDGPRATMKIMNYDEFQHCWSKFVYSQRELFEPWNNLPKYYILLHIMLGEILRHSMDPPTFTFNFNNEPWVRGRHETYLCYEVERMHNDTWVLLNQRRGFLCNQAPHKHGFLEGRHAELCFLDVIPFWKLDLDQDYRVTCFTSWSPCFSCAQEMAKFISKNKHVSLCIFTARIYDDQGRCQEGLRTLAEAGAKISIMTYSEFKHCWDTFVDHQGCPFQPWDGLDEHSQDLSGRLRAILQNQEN
mIAP inh: mouse IAP inhibition | actives 0.2% (n = 330,000) | purified mouse IAP, CDP-Star luminescence, 30 min | AID 2806 | inhibition, % at 10 µM;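 active = inhibition of at least 40% at 10 µM in the primary screen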;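 note: plate controls were DMSO with enzyme for no effect and no enzyme wells for full effect; values of inactives mirror those of a sister screen read the other way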
TIM10 inh: TIM10 yeast growth inhibition; S. cerevisiae TIM10 strain growth, BacTiter-Glo luminescence, 24 h; inhibition, % at 10 µM; actives 1.4% (n = 330,000); AID 463195;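 active = inhibition of 40% or more at the single tested concentration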;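 note: wild-type TIM10 isogenic control strain grown at permissive 25 °C; 0% = DMSO yeast wells and 100% = minimal medium wells without yeast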
APOBEC3A inh: human APOBEC3A DNA deaminase inhibition; P31941; inhibition, % at 20 µM; recombinant A3A, FAM/TAMRA ssDNA deamination fluorescence; actives 0.41% (n = 330,000);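 active = at least 40% inhibition at 20 µM here, with at most 30% in a related deaminase screen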;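 note: plate controls were A3A with DMSO for no effect and wells lacking A3A enzyme for full effect; some results filed as inactive read as strong as hits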
* marks the source's active call; other numbers are inactive results.

cpd	structure	hIAP inh	MIN6 prolif	NALP3 yeast inh	tim10-1 inh	mIAP activ	A3G deaminase	mIAP inh	TIM10 inh	APOBEC3A inh
1	COc1cc(C2C(C(=O)c3cccs3)=C(O)C(=O)N2CCN2CCOCC2)ccc1OCCC(C)C (stereo not given)	9	-1	9	3	1	4	-4	-8	1
2	CCCSc1nc2sc3c(c2c(=O)[nH]1)CC(C)CC3 (stereo not given)	-13	-1	15	-7	0.96	-6	4	-24	0
3	CCN(C(=O)CSc1nnc(Cc2ccccc2F)n1N)C1CCS(=O)(=O)C1 (stereo not given)	-1	-2	18	4	0.98	-4	2	3	2
4	CN(CC(=O)Nc1ccccc1Cl)C(=O)COC(=O)c1ccc(S(=O)(=O)C(F)F)cc1	0	-1	18	5	0.9	-12	10	-4	1
5	CCOC(=O)C1CCCN(S(=O)(=O)CCNC(=O)c2ccc(F)cc2)C1 (stereo not given)	13	-2	17	8	0.98	-5	2	3	-4
6	Cc1sc2ncnc(N3CCN(Cc4ccccc4)CC3)c2c1-c1ccccc1	5	-4	8	16	0.92	-15	8	38	-3
7	COc1ccc(NC(=O)COC(=O)c2cc(S(=O)(=O)N3CCCC3)ccc2O)cc1	-12	-4	8	-2	0.99	-5	1	-7	-3
8	CCOC(=O)C1=C(C)Nc2ccccc2N=C1NC(=O)CCCN1C(=O)c2ccccc2C1=O	3	-1	0	-2	0.93	-1	7	-31	4
9	COc1ccc(-c2nc(NC(=O)c3c(C)noc3C)sc2C)cc1	5	-3	13	1	0.95	-4	5	-10	-2
10	O=C(CCc1ccccc1)Nc1ccc(F)cc1F	16	0	4	17	0.98	-7	2	12	-4
11	O=C(O)C1CN(C(=O)c2cccc(Br)c2)C1	-6	-1	6	13	1.1	1	-9	-4	4
12	CC1=C(C(=O)Nc2cc(C(=O)N(C)Cc3ccccc3)ccc2C)SCCO1	-2	4	10	18	0.96	-7	4	-5	-7
13	O=C(CN(c1cccc(C(F)(F)F)c1)S(=O)(=O)c1ccc(Cl)c([N+](=O)[O-])c1)NCc1ccccc1Cl	5	-5	13	-7	0.89	-7	11	-4	0
14	CSc1ccc(C(=O)C2CCCN(Cc3cccn3-c3cccnc3)C2)cc1 (stereo not given)	1	-4	0	-25	0.95	-4	5	-12	0
15	N#CC1(NC(=O)CSc2nnc(COc3ccccc3F)n2N)CCCCC1	-15	1	14	15	0.98	-2	2	6	-4
16	CC(C)c1ccccc1NC(=O)Nc1ccc(F)cc1F	-17	-3	1	12	1.5	-5	-52	10	1
17	Cn1nc(C(=O)Nc2nc3ccc(S(C)(=O)=O)cc3s2)ccc1=O	-17	-2	16	11	1.1	-4	-6	-1	0
18	CCOC(=O)C1=C(C)NC(C)=C(C(=O)OCC)C1C1=COCCO1	13	0	23	5	1	0	-3	5	-2
19	O=c1cc2n(c(=O)[nH]1)CCC1=C2CCCC1	-1	1	-12	6	0.98	0	2	1	4
20	CCOc1ccc(N(CC(=O)NCc2ccc(OC)cc2)S(=O)(=O)c2c(C)[nH]c(=O)[nH]c2=O)cc1	-26	1	18	11	0.96	1	4	15	-5
21	CC(C)n1cc(C(=O)N2CCCC(Nc3ccc(F)c(F)c3)C2)cn1 (stereo not given)	-2	4	10	-1	1	-8	-1	2	-6
22	O=C(O)c1ccc(N/N=C/c2ccnc3ccccc23)cc1	-4	-2	8	-10	0.97	-5	3	-15	2
23	Cc1ccc(/C=N/NC(=O)CCSc2ccccc2)cc1	2	-2	-21	17	0.94	-5	6	12	-8
24	Cc1ccc(Cn2c(Sc3nnc(C)s3)nc3c2c(=O)[nH]c(=O)n3C)cc1	-27	-3	9	19	0.95	-14	5	2	-6
25	Cc1c(NC(=O)c2ccc(Cl)nc2)cccc1-c1nc2cccnc2s1	5	-3	9	7	0.96	-4	4	6	1
26	Nc1nonc1-n1nnc(C(=O)N/N=C/c2ccccc2F)c1-c1cccs1	11	-2	7	6	0.98	0	2	3	0
27	CC(C)(C)C(=O)Nc1nc(-c2ccc3c(c2)OCO3)cs1	1	-2	8	30	0.95	1	4	31	1
28	O=C(/C=C/c1ccco1)Nc1ccc(CN2CCOCC2)cc1	7	-2	12	5	0.93	1	7	3	6
29	O=S(=O)(c1ccc(-c2ccon2)s1)N1CCN(CCN2CCOCC2)CC1	-15	-2	1	4	1	-11	-4	-13	-4
30	O=c1c2ccccc2nc(COc2ccccc2)n1/N=C/c1cc([N+](=O)[O-])ccc1O	-80	0	21	20	0.7	-7	30	24	0

Filtered by structure: the compounds so far containing a Cl atom (three)
cpd	structure	hIAP inh	MIN6 prolif	NALP3 yeast inh	tim10-1 inh	mIAP activ	A3G deaminase	mIAP inh	TIM10 inh	APOBEC3A inh
4	CN(CC(=O)Nc1ccccc1Cl)C(=O)COC(=O)c1ccc(S(=O)(=O)C(F)F)cc1	0	-1	18	5	0.9	-12	10	-4	1
13	O=C(CN(c1cccc(C(F)(F)F)c1)S(=O)(=O)c1ccc(Cl)c([N+](=O)[O-])c1)NCc1ccccc1Cl	5	-5	13	-7	0.89	-7	11	-4	0
25	Cc1c(NC(=O)c2ccc(Cl)nc2)cccc1-c1nc2cccnc2s1	5	-3	9	7	0.96	-4	4	6	1

A section from the list above, as a working copy:
cpd	structure	hIAP inh	MIN6 prolif	NALP3 yeast inh	tim10-1 inh	mIAP activ	A3G deaminase	mIAP inh	TIM10 inh	APOBEC3A inh
1	COc1cc(C2C(C(=O)c3cccs3)=C(O)C(=O)N2CCN2CCOCC2)ccc1OCCC(C)C (stereo not given)	9	-1	9	3	1	4	-4	-8	1
2	CCCSc1nc2sc3c(c2c(=O)[nH]1)CC(C)CC3 (stereo not given)	-13	-1	15	-7	0.96	-6	4	-24	0

Returning to the listing with the 3 entries that preceded the break.
cpd	structure	hIAP inh	MIN6 prolif	NALP3 yeast inh	tim10-1 inh	mIAP activ	A3G deaminase	mIAP inh	TIM10 inh	APOBEC3A inh
28	O=C(/C=C/c1ccco1)Nc1ccc(CN2CCOCC2)cc1	7	-2	12	5	0.93	1	7	3	6
29	O=S(=O)(c1ccc(-c2ccon2)s1)N1CCN(CCN2CCOCC2)CC1	-15	-2	1	4	1	-11	-4	-13	-4
30	O=c1c2ccccc2nc(COc2ccccc2)n1/N=C/c1cc([N+](=O)[O-])ccc1O	-80	0	21	20	0.7	-7	30	24	0
31	Cc1cc(NC(=O)/C=C/c2ccccc2)no1	-14	-3	50*	-49	1.1	0	-8	11	-3
32	CC(C)(C)N(Cc1ccccc1)C(=O)CSc1ncn[nH]1	-5	-1	-4	-1	0.99	-1	1	4	6
33	Cc1cccc(C)c1NC(=S)NCc1ccncc1	8	-1	17	13	1	-11	0	16	-4
34	Cc1ccc(N2C(=O)c3ccccc3C2Nc2ccccc2F)nc1 (stereo not given)	2	6	12	15	0.91	-8	9	12	-2
35	COc1ccc(NC(=O)CN(C)C(=O)c2ccc(OCc3ccccc3)c(OC)c2)cc1	9	-1	14	24	0.95	-5	5	4	-5
36	O=C(NNC(=O)c1ccc(-n2cncn2)c([N+](=O)[O-])c1)c1ccc(Cl)cc1	-6	2	4	6	0.97	-9	3	-1	-2
37	O=C(NCCCN1CCOCC1)c1ccc2c(c1)N(Cc1ccc(F)cc1)CCS2	-24	-1	15	-2	1.1	0	-9	1	-1
38	COC(=O)c1cn(CC(=O)N2CCCCCC2)c2ccccc12	-5	-1	3	11	0.97	-3	3	12	-2
39	Cc1ccc(-n2[nH]c(=O)c3cccnc32)cc1	-2	-2	-1	8	0.92	-12	8	14	-4
40	Cc1noc(C)c1COC(=O)CCOc1ccccc1	10	2	9	14	1	-5	0	-11	-2
41	COc1ccc(OCC(=O)NCCCn2ccnc2)cc1	0	-3	7	-26	0.97	-1	3	-13	30
42	Cc1nnc(SCC(=O)Nc2nc3c(s2)CC(C)CC3)s1 (stereo not given)	-6	-3	-12	-26	0.96	-5	4	0	-2
43	CCOc1ccc(OCC)c(NS(=O)(=O)c2cn(C)cn2)c1	24	1	17	11	0.96	7	4	11	-6
44	COc1ccc(-n2c(SCC(=O)Nc3sc4c(c3C#N)CCCC4)nnc2-c2ccc(O)cc2)cc1	-14	-5	-5	12	0.92	2	8	-8	3
45	Cc1cc(C)c(S(=O)(=O)N(C)Cc2cnn(C)c2)c(C)c1	12	1	7	17	0.97	-5	3	9	-1
46	Cc1ccc(/C=N/Nc2nc3ccccc3s2)o1	-35	-3	-9	-9	0.98	-9	2	4	-1
47	COc1ccccc1-c1cc(C(=O)Nc2cccnc2Cl)no1	2	-1	17	12	0.93	-6	7	16	-4
48	CCc1ccc(NC(=O)c2[nH]c(C)c(C(C)=O)c2C)cc1	-16	-1	-10	15	1.3	-9	-26	0	-4
49	CC(=O)Nc1ccc(S(=O)(=O)NCC(=O)OCC(=O)N2CCCCCC2)cc1	-6	-3	14	-4	1	-6	-1	-8	-2
50	O=C(O)c1ccccc1C(=O)Nc1n[nH]c(=S)s1	7	1	9	-2	0.85	64*	15	1	2
51	O=C(NCc1cccnc1)c1c(F)c(F)c(F)c(F)c1F	-6	-3	7	-4	1	-4	-1	1	-6
52	Cc1ccc(N2C(=O)CC(Sc3ccccc3C(=O)O)C2=O)cc1C (stereo not given)	7	4	21	42*	0.97	-6	3	43*	-3
53	Cc1cc(C)c(NC(=O)CSCc2nc3sc(C)c(C)c3c(=O)[nH]2)c(Cl)c1	2	-1	10	9	0.91	2	9	2	-1
54	Clc1ccccc1-c1nnc2sc(-c3ccc4c(c3)OCO4)nn12	23	-4	15	16	0.84	53*	16	12	-1
55	COc1cccc(N2C(=O)CC(NNc3nc4ccccc4s3)C2=O)c1 (stereo not given)	-49	1	16	-3	1.1	-7	-7	-10	-3
56	Nc1nc(SCC(=O)Nc2ccc3c(c2)CCC3)n[nH]1	-4	-1	-8	9	0.92	-7	8	-5	-3
57	O=[N+]([O-])c1ccc(CSc2nc3ncc(Br)cc3[nH]2)cc1	-17	2	-7	-7	0.93	5	7	3	2
58	COc1ccc(C2=NOC(C(=O)NCc3ccc(F)cc3)C2)cc1OC (stereo not given)	4	-1	5	2	0.99	-9	1	1	-3
59	C[C@H](N)c1nnc(SCc2ccc(Cl)cc2Cl)o1	-13	-2	16	16	1	-2	-1	12	2
60	COc1ccccc1N=Cc1c(C)[nH]n(-c2ccc(C)cc2C)c1=O	-18	0	14	14	0.99	-5	1	7	-3

Record cards, from the list above. Values in the order: hIAP inh | MIN6 prolif | NALP3 yeast inh | tim10-1 inh | mIAP activ | A3G deaminase | mIAP inh | TIM10 inh | APOBEC3A inh
Record of Cc1ccc(N2C(=O)c3ccccc3C2Nc2ccccc2F)nc1 (stereo not given) = 2 | 6 | 12 | 15 | 0.91 | -8 | 9 | 12 | -2
Record of COc1ccc(C2=NOC(C(=O)NCc3ccc(F)cc3)C2)cc1OC (stereo not given) = 4 | -1 | 5 | 2 | 0.99 | -9 | 1 | 1 | -3
Record of Cc1ccc(-n2[nH]c(=O)c3cccnc32)cc1 = -2 | -2 | -1 | 8 | 0.92 | -12 | 8 | 14 | -4

Rows are unselected (roughly 4.6% active in at least one column).
